Assay outcomes as filed in PubChem BioAssay.
TCR activator: activators of T cell receptors. AID 504894. 330,000 tested, under 10 active. Potency, µM (highest dose often 9.22 µM), inactives show at the top dose activation of IL-2 secretion, most hits filed as activators. primary human leukocytes, anti-CD3, IL-2 HTRF, 48 h; active means well fitted activation curve with a large enough effect; inconclusive means small, poorly fitted or top-dose-only effect, or another doubt; inactive means no such curve, though single readings can be large or run the other way; further: % of control where 0% means no effect
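IL-2 release read by HTRF sandwich (Eu cryptate donor, d2 acceptor, 665 nm emission) after 48 hr exposure of primary human leukocytes to compound together with anti-CD3 beads in the absence of co-stimulatory signals.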
hERG WT inh: inhibitors of human wildtype KCNH2 potassium channel. U2OS, BacMam KCNH2, thallium flux FluxOr; hits give low values. activity change, % at 1.84 µM. actives 0.37% (n = 340,000). AID 720551;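 active means maximum activity change below -70%; inconclusive means maximum activity change between -70% and -50%; inactive means maximum activity change above -50%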; further: on the % scale 0 is the no-effect control and ±100 the full control effect
Target sequence (Q12809 whole entry, looked up): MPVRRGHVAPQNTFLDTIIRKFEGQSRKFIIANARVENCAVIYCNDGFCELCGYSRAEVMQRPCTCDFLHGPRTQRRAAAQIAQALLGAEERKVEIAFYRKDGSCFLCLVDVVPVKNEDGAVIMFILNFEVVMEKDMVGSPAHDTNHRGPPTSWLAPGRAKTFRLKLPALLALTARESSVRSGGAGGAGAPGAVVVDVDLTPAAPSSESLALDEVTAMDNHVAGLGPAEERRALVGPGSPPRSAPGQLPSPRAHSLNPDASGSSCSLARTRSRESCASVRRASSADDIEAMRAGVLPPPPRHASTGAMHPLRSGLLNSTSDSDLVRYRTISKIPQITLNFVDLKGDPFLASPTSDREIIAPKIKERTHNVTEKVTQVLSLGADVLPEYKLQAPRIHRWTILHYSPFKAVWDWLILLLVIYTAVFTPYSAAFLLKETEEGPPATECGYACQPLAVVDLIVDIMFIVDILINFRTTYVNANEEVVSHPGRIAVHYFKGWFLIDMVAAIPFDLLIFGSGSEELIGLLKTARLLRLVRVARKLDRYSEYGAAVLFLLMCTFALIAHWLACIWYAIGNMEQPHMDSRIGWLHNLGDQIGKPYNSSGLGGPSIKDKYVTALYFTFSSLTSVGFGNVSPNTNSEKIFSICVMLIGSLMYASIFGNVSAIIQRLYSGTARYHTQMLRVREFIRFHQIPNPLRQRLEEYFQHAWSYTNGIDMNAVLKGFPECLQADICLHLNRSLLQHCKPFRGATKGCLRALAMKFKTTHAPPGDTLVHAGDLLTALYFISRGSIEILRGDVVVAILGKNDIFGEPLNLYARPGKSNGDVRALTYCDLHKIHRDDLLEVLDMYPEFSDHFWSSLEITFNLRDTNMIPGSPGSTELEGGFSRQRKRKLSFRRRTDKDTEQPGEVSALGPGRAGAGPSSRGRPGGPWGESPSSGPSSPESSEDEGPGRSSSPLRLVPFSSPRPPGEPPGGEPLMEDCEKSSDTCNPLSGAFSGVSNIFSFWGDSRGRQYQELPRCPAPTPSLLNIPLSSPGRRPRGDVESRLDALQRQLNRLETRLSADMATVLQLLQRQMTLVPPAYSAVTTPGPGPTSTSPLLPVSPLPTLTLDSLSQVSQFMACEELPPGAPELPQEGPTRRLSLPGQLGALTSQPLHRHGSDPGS
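U2OS cells transduced with wild-type KCNH2 virus are loaded with FluxOr dye for 45 min, and thallium flux is measured in kinetic reads before and after stimulation buffer. Rate constants are normalized to DMSO controls.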
KCNH2 3.1 block: KCNH2 3.1 (human) potassium channel inhibition; activity change, % (tested at about 1.8 µM); AID 720553; actives 0.95% (n = 340,000); U2OS KCNH2 3.1, thallium flux FluxOr; hits give low values;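 active means maximum activity change below -70%; inconclusive means maximum activity change from -70% to -50%; inactive means maximum activity change above -50%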;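 further: thallium influx rate constant from kinetic fluorescence after stimulation buffer; on the % scale 0 is the no-effect control and ±100 the full control effect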
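Normalized rate constant (relative to positive and negative DMSO controls) derived from a 2 min kinetic fluorescence read after stimulation; U2OS cells expressing the 3.1 isoform via virus at 1.77 x 10^8 /mL.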
* hit, by the source's call; ? = inconclusive. The list is partial; the hit share may differ from the screen's.

Sample of the layout, 3 compounds:
SMILES	TCR activator	hERG WT inh	KCNH2 3.1 block
Oc1ccccc1CC=NC1CCCCC1	9%	1	2
O=C(NCCOC(=O)Nc1cccc2ccccc12)OCc1ccccc1	2%	-6	-20
CCN(CC)c1ccc(C(=C2C=CC(=[N+](CC)CC)C=C2)c2ccc(N(CC)CC)cc2)cc1	39%	-4	2

All compounds of this part, previewed entries included:
SMILES	TCR activator	hERG WT inh	KCNH2 3.1 block
Oc1ccccc1CC=NC1CCCCC1	9%	1	2
O=C(NCCOC(=O)Nc1cccc2ccccc12)OCc1ccccc1	2%	-6	-20
CCN(CC)c1ccc(C(=C2C=CC(=[N+](CC)CC)C=C2)c2ccc(N(CC)CC)cc2)cc1	39%	-4	2
C[C@]12CC[C@H](O)CC1=CCC1C2CC[C@@]2(C)C1CC[C@@H]2NC(=O)[C@@H](N)CO (stereo not given in full)	3%	0	-2
ON=C(CCc1ccccc1)c1ccccc1	2%	-3	-16
Cc1cccc(C)c1OC(=O)c1ccccc1	-6%	2	18
O=C1[C@H]2[C@H](C=CC[C@H]2C(=O)N2CCOCC2)CCN1Cc1ccccc1	-2%	9	26
COc1ccc(NC(=O)c2oc3ccccc3c2NC(=O)c2ccc(OC)c(OC)c2)c(OC)c1	2%	-6	-6
Cn1c(=O)[nH]c(=O)c2c1nc(N1CCN(C(=O)c3ccco3)CC1)n2CCCSc1ncccn1	8%	6	15
CCOc1cc(C)nc(N2CCC(C(=O)NCC3CCCO3)CC2)n1 (stereo not given)	-4%	-4	-6
CC(=O)N1CCN(c2ccc(Oc3nc(-c4ccccc4)nc4ccccc34)cc2)CC1	-30%	6	6
Cc1ccccc1S(=O)(=O)N1C[C@H]2CON(C)[C@H]2C[C@H]1c1cccc(Oc2ccccc2)c1	-1%	-5	-3
NC(=O)c1ncn([C@@H]2O[C@H](CNCc3cnc(N4CCOCC4)nc3)[C@@H](O)[C@H]2O)n1	5%	-2	-12
Cc1ccc(C2OCC(C)([N+](=O)[O-])CO2)cc1 (stereo not given)	11%	-8	-10
COc1cc(C)cc(C(=O)C=Cc2ccccc2)c1O	3%	3	-13
O=C(CCCOc1ccc(Cl)cc1Cl)Nc1cc(S(=O)(=O)N2CCOCC2)ccc1N1CCOCC1	-4%	0	-12
COc1ccc(-c2c(C#N)c(SCC(=O)Nc3ccccc3)nc3c2CCCC3)cc1	1%	-3	7
O=C(CNC(=O)OCc1ccccc1)NC(Cc1cnc[nH]1)C(=O)O (stereo not given)	-18%	1	5
CC1C=CCC2C(=O)N(c3cccc(C(=O)N4CCCCCC4)c3)C(=O)C12 (stereo not given)	4%	6	-3
COc1ccc(Cl)cc1C(=O)NN=C1CCCC1	-3%	-1	0
C=CC[C@H](CC(=O)N[C@H](CO)Cc1ccccc1)C(=O)N[C@H](COC(=O)[C@@H](CC=C)Cc1ccc(F)cc1)Cc1c[nH]c2ccccc12	-10%	10	6
Nc1ccccc1C#Cc1ccc2[nH]ccc2c1	-2%	2	-2
CCOC(=O)N1CCN(C(=O)CCc2ccc(S(=O)(=O)NCC(C)C)cc2)CC1	1%	-5	-8
COc1ccc(OC)c(CN2CCN(C(=O)c3cc(S(=O)(=O)N4CCOCC4)ccc3C)CC2)c1	1%	8	-3
CC(CCc1ccccc1)NC(=O)CCC1CCCC1 (stereo not given)	0%	11	6
CN1OC[C@@H]2CN[C@H](c3cccc(-c4cc(Cl)cc(Cl)c4)c3)C[C@@H]21	-1%	5	-11
NC(=O)C1(Nc2ccc(-c3ccccc3)cc2)CCCC1	-7%	12	-2
NC(=S)NN=C(c1ccc(F)cc1)C1CC1	3%	-3	0
COC(=O)c1cc2ccccc2c([N+](=O)[O-])c1O	-14%	-26	16
O=C(Cn1cc([N+](=O)[O-])cn1)NCc1ccccc1Cl	-2%	5	2
O=C(OCc1ccccc1)N1CCC2CC1c1c(Cl)cccc12 (stereo not given)	0%	-3	-14
CCOC(=O)C1=C(c2ccc(O)cc2)NC(=O)NC1C (stereo not given)	0%	-3	2
Cn1c(SSc2ccc(-c3cccnc3)n2C)ccc1-c1cccnc1	2%	-10	-19
Nc1c(C(=O)NC2CCCC2)c2nc3ccccc3nc2n1/N=C/c1cccnc1	3%	9	-15
O=C1C2C3CC(C(Br)C3Br)C2C(=O)N1c1nccs1 (stereo not given)	1%	0	4
COc1cccc(N2[C@@H](CC(C)=O)c3ccccc3S2(=O)=O)c1	12%	-3	1
O=C(N/N=C/c1ccccc1)c1ccc(N2CCCC2=O)cc1	-4%	1	-12
CCOc1cc(C(=O)NC(C)C2CC3CCC2C3)cc(OCC)c1OCC (stereo not given)	-6%	-2	2
Cc1cc(-c2nnc(CCC(=O)NC(C)(C)C34CC5CC(CC(C5)C3)C4)o2)no1	3%	-4	-7
CCC1Oc2ccc(C)cc2N(CC(=O)NCCc2ccc(OC)c(OC)c2)C1=O (stereo not given)	-5%	-3	-5
O=C(Nc1ccccc1C(=O)O)c1cccc(F)c1	2%	7	3
COc1cc(OCc2ccccc2)c(C(=O)/C=C/c2ccc3c(c2)OCO3)c(OC)c1OC	-4%	10	-11
CCC1CC(=O)CCN1S(=O)(=O)c1ccc(C)cc1 (stereo not given)	1%	-18	-1
Cn1c(=O)c2[nH]c(C3CC=CCC3)nc2n(C)c1=O (stereo not given)	-4%	-4	8
C#CCOCCOCCOCCNc1nc(N2CCN(C(=O)[C@H](C)n3cc(CCC(=O)O)nn3)CC2)nc(N2CCN(C(=O)[C@H](CCCCN)n3cc(CCCC)nn3)CC2)n1	-1%	1	3
COC(=O)c1ccc(CCc2cc(O)c(Br)cc2O)cc1	2%	-2	1
CCC1(CC)CNC(=O)NC1	1%	1	3
Cc1ccc(NC(=O)C(C)OC(=O)c2nc(Cl)ccc2Cl)cc1S(=O)(=O)N1CCOCC1 (stereo not given)	-13%	-6	5
O=C(c1ccccc1)c1c(-c2ccccc2)[nH]n(-c2ccccc2)c(=O)c1=O	2%	-3	3
CCOC(=O)/C=c1/s/c(=C\c2c(OC)ccc3ccccc23)c(=O)n1CC(=O)NCC1CCCO1 (stereo not given)	-1%	4	-25

Entries of single compounds, quoted from the list:
Profile of `COc1cc(OCc2ccccc2)c(C(=O)/C=C/c2ccc3c(c2)OCO3)c(OC)c1OC` → TCR activator = -4%; hERG WT inh = 10; KCNH2 3.1 block = -11
Profile of `Cn1c(=O)c2[nH]c(C3CC=CCC3)nc2n(C)c1=O` (stereo not given) → TCR activator = -4%; hERG WT inh = -4; KCNH2 3.1 block = 8

(further entries)
SMILES	TCR activator	hERG WT inh	KCNH2 3.1 block
COc1ccc(S(=O)(=O)NCc2cccnc2)cc1NC(=O)c1ccccc1C	1%	-1	2
ON=C1CCCCCCCC1	2%	-7	-2
O=C(c1ccc(Cl)cc1Cl)N1CCOCC1	-5%	0	-9
Nc1ccc(CCc2ccccn2)cc1	7%	0	-4
OCCN1CCN(C2CCC(c3ccc(F)cc3)c3ccc(F)cc32)CC1 (stereo not given)	-8%	18	-26
COC(=O)CCC(=O)OC1(C)C(=O)C2=CN(c3ccc(OC)cc3)C(c3ccc(OC)cc3)=CC2=C(Br)C1=O (stereo not given)	-1%	-2	-2
CN(C)C(=O)COC(=O)c1cccc(S(=O)(=O)Nc2ccc(OCc3ccccc3)cc2)c1	-18%	1	2
CN(Cc1ccc(OC(F)F)cc1)C(=O)c1cccc(S(=O)(=O)N2CCN(c3ccccc3)CC2)c1	11%	2	-2
Cc1cccc(N2CCN(C(=O)Cn3nc(Cc4ccncc4)c4ccccc4c3=O)CC2)c1C	10%	7	-27
CCN(C(=O)CCCCC(=O)N(CC)c1ccccc1)c1ccccc1	-6%	5	22
COc1ccc(/C(O)=C2/C(=O)C(=O)N(CCCN(C)C)C2c2ccc(Cl)cc2)cc1OC (stereo not given)	0%	-4	-5
Cc1cccc(Cc2nc3ccccc3[nH]2)c1	-4%	-2	0
CCCCNCCS(=O)(=O)NCc1ccc(OC)cc1	11%	2	-17
S=C1NCCN1CC1CCN(CCC23CC4CC(CC(C4)C2)C3)CC1	-3%	-6	6
CNC(=O)c1cn2c3c(ccc(Cl)c3c1=O)OC(C)C2 (stereo not given)	-11%	9	3
O=C(Nc1ccc(F)c([N+](=O)[O-])c1)C1CCCO1 (stereo not given)	9%	-5	0
CCOc1cc(N2CCOCC2)c(OCC)cc1NC(=O)COC(=O)c1ccc(OC)c([N+](=O)[O-])c1	2%	-3	-11
O=S(=O)(O)c1ccc(Cl)c(Cl)c1	6%	-4	1
CC(=O)c1sc(NC(=O)CN2C(=O)CCC2=O)nc1C	2%	-1	-5
O=C1C=CC(=O)N1c1ccc2c(c1)Cc1cc(F)ccc1-2	-12%	2	6
COc1ccc([C@H]2/C=C\CN(S(C)(=O)=O)[C@@H](C)C(=O)N2Cc2ccc(F)cc2)cc1	-1%	2	-17
O=C1c2ccccc2-c2c1c1ccccc1c(=O)n2-c1ccccc1	3%	-13	-6
Cc1cc(CNCCN(C)C)c(C)n1-c1cc(S(=O)(=O)N2CCOCC2)ccc1N1CCCC1	6%	2	9
COc1ccc(NS(=O)(=O)c2cc(C(=O)N(C)CCc3ccccn3)ccc2Cl)cc1	4%	-2	9
CCOC(=O)Nc1ccc2c3c(cccc13)-c1ccccc1-2	-10%	-4	-12
COc1cccc(-c2cc(C(=O)N/N=C/c3cccc(OC)c3OC)c3ccccc3n2)c1	3%	3	14
COc1ccc(C(CNC(=O)c2ccc(S(=O)(=O)Nc3ccccc3OC)cc2)N2CCCC2)cc1 (stereo not given)	1%	3	4
CCCCn1c(N)c(N(CCOC)C(=O)COC(=O)CNC(=O)c2ccc(Cl)c(Cl)c2)c(=O)[nH]c1=O	2%	12	37
CN(Cc1ccccc1)C(=O)c1ccc(NC(=O)Cc2ccc(NC(=O)C3CCN(S(=O)(=O)c4cccc([N+](=O)[O-])c4)CC3)cc2)cc1	1%	-8	?
CCN1CCN(C(=O)/C=C/c2ccc(C(C)C)cc2)CC1	-1%	50	-35

A second format for three compounds above:
| SMILES | TCR activator | hERG WT inh | KCNH2 3.1 block |
| --- | --- | --- | --- |
| CC1C=CCC2C(=O)N(c3cccc(C(=O)N4CCCCCC4)c3)C(=O)C12 (stereo not given) | 4% | 6 | -3 |
| COc1ccc(Cl)cc1C(=O)NN=C1CCCC1 | -3% | -1 | 0 |
| C=CC[C@H](CC(=O)N[C@H](CO)Cc1ccccc1)C(=O)N[C@H](COC(=O)[C@@H](CC=C)Cc1ccc(F)cc1)Cc1c[nH]c2ccccc12 | -10% | 10 | 6 |

More results follow:
SMILES	TCR activator	hERG WT inh	KCNH2 3.1 block
C=C1C(=O)c2sccc2C(c2ccc(OC)c(OC)c2)C1COC(C)=O (stereo not given)	1%	16	-29
ON=C1c2ccccc2-c2ccc(Br)cc21	0%	-2	4
COc1ccc(CC(=O)N/N=C(\C)c2ccc(Br)s2)cc1	3%	-2	13
CN(C)/C=C1\C(=O)Oc2ccccc2C1=O	5%	11	2
O=C1C=CC(=Nc2ccc3c(c2)C(=O)c2ccccc2-3)O1	3%	1	9
Cc1cccc(NC(=O)c2cccc(NC(=O)c3ccco3)c2)c1	-1%	1	3
Cc1cccc(/C=N/NC(=O)CC(=O)NCCc2ccccc2)c1	-1%	0	-1
COc1ccccc1C(=O)OCCc1ccccc1	3%	-6	4
CC(=O)Nc1ccc(CCCCc2ccccc2)cc1	-4%	0	-1
O=Cc1cc2c(cc1[B-](F)(F)F)OCO2	-4%	3	-1
COc1cc2c(cc1OC)C(O)C(O)(CO)C(C(=O)O)C2c1cc(OC)c(OC)c(OC)c1 (stereo not given)	-7%	-1	-1
CCOC(=O)C1CCN(CCCSc2ccc(C)cc2)CC1	5%	32	-40
COc1ccc(C(=O)CSc2nc(=O)n(Cc3cccnc3)c3c2CCC3)cc1	0%	-3	9
Cc1ccc2cc3c(=O)n(C)cc(C=O)c3nc2c1	-3%	-18	7
CC1=Nc2ccc(C)c3nc(C)cc(c23)N1c1ccc(C)cc1	5%	-9	6
CCOc1ccc(C(=O)Cc2ccccc2)cc1	-3%	6	17
CCCNC(=O)N1CCN(S(=O)(=O)c2ccc(C)c(C)c2)CC1	10%	3	5
CN(C(=O)c1ccc(NC(=O)Cc2ccc(NC(=O)C3CCCN(C(=O)c4ccccc4)C3)cc2)cc1)C1CCCC1 (stereo not given)	2%	5	-25
